Compound activity as filed in PubChem BioAssay.
TDP2 absorb – human TDP2 enzyme inhibitors, primary screen, biochemical, epi absorbance, recombinant enzyme | Tyrosyl-DNA phosphodiesterase 2 (Homo sapiens), O95551 | T5PNP hydrolysis, p-nitrophenol absorbance 415 nm | inhibition, % at 12.8 µM | 0.34% of 370,000 active;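 active = inhibition above the mean of all tested compounds plus 3 SD, set per campaign, cut at about 25% in these data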;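 also: 0% = DMSO with enzyme and 100% = buffer with substrate but no TDP2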
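test system = human TDP2 enzyme | input = TDP2 enzyme at 120 nM final | medium = 50 mM Tris-HCl pH 7.5 with Mg2+, KCl, DTT, BSA | also added = T5PNP substrate, 5 mM | times = 2 h at 37 °C | technique = epi absorbance | benchmarks = high control without enzyme, low control DMSO plus TDP2 | replication = each compound tested once, singlicate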
MBD2 DNA inh – inhibitors of MBD2 binding to methylated DNA, primary screen, biochemical, TR-FRET, DNA-binding domain, human; Methyl-CpG-binding domain protein 2 (Homo sapiens), Q9UBB5; MBD2 binding to methylated oligonucleotide; inhibition, % at 4.4 µM; 0.31% of 370,000 active; AID 686964, 2013; in the data active = inhibition above about 13%
LEDGF integ inh – blockers of LEDGF/p75-dependent integrase strand transfer – biochemical, TR-FRET, high throughput, primary screen. TR-FRET IN-LEDGF/p75 DNA integration, Eu/Cy5. AID 743269, 2014. 0.64% of 370,000 active. inhibition, % at 3.7 µM. HIV-1 integrase (with human LEDGF/p75);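 active = inhibition above the screen-wide mean plus 3 SD, cut at about 13% in these data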;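 also: signal is the Cy5 over europium emission ratio at 671 and 618 nm; 0% = plate median of compound wells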
DDE Tn6 FP inh – inhibitors of Tn6 peptide binding to fibrin DD(E), primary screen, biochemical, fluorescence polarization, human fibrin, Tn6 probe. 0.21% of 370,000 active. Fibrin DD(E) TRITC-Tn6 fluorescence polarization displacement. Fibrinogen beta chain (Homo sapiens), P02675. inhibition, % at 8.3 µM;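 active = inhibition above a per-campaign cutoff: mean of compounds within control limits plus 3 SD, cut at about 15% in these data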;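 also: 0% = median of all compound wells on the plate and 100% = blocking peptide control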
KLK7 zymogen act – proKLK7 zymogen activators, primary screen, biochemical, fluorescence intensity; Kallikrein-7 (Homo sapiens), P49862; AID 652039, 2013; purified proKLK7, EDANS-DABCYL substrate fluorescence; 100% is mature enzyme control, 0% vehicle; 0.9% of 370,000 active; activation, % at 7 µM;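 active = activation above the mean of all tested compounds plus 3 SD, computed per campaign excluding outliers beyond control limits, cut at about 13% in these data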
TCR CD3 inh – inhibitors of human TCR-CD3 interaction, primary screen, biochemical, fluorescence, TAMRA-labeled TCR probe | inhibition, % at 9.4 µM | 0.37% of 360,000 active | T-cell receptor (TCR); in the data active = inhibition above about 19%;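 also: recombinant mutant TCR 2C K166C tagged with TAMRA read by polarization; 0% = receptor in buffer alone and 100% = receptor with positive control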
PRMT1 FP inh – PRMT1 methyltransferase inhibitors, primary screen, biochemical, fluorescence polarization; Protein arginine N-methyltransferase 1 (Homo sapiens), Q99873; recombinant PRMT1, activity-based probe fluorescence polarization; inhibition, % at 2.79 µM; 1.3% of 370,000 active; AID 652257, 2013;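 active = inhibition above about 21% made by adding two undisclosed values, limit read from the data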
Target sequence (Q99873 whole entry, looked up): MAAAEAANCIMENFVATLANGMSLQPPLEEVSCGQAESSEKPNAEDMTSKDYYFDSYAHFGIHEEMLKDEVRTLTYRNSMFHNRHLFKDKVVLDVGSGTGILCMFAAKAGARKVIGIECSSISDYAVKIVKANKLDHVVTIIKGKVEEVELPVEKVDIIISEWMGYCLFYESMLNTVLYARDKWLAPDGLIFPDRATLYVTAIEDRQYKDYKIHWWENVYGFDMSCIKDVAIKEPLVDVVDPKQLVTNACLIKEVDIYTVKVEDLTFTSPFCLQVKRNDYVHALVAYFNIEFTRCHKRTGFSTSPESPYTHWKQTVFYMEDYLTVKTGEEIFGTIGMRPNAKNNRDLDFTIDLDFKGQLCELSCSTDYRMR
DDE Tn7 FP inh – inhibitors of Tn7 peptide binding to fibrin DD(E), primary screen, biochemical, fluorescence polarization, human fibrin, Tn7 probe; FP displacement of FITC-Tn7 peptide from fibrin DD(E); 0% = median of compound wells per plate; AID 720508, 2013; inhibition, % at 8.3 µM; Fibrinogen beta chain (Homo sapiens), P02675; 0.13% of 370,000 active;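 active = inhibition above the mean of compounds falling within the control limits plus 3 SD of them, cut at about 14% in these data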;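 also: 0% = plate median of compound wells and 100% = 10 µM Aha-Tn7 peptide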
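Assay system: Fibrin-DD(E) protein isolated from polymerized human fibrin clots; read-out basis: percent inhibition; medium: Tris/NaCl/CaCl2 buffer, pH 7.8; signal: FP measurement; incubation: 10 min plus 3 h, room temperature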
SIAE primary – human SIAE inhibitors, primary screen, biochemical, fluorescence polarization, FP-Rh probe, 1536-well HTS; SIAE FP-Rh probe binding; AID 1053197, 2014; 0.69% of 370,000 active; inhibition, % at 9.66 µM;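 active = inhibition above a cutoff: mean of compounds within the control limits plus 3 SD of those, cut at about 17% in these data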;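 also: 0% = plate median of compound wells and 100% = probe without SIAE protein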
Target sequence (Q9HAT2 whole entry, looked up): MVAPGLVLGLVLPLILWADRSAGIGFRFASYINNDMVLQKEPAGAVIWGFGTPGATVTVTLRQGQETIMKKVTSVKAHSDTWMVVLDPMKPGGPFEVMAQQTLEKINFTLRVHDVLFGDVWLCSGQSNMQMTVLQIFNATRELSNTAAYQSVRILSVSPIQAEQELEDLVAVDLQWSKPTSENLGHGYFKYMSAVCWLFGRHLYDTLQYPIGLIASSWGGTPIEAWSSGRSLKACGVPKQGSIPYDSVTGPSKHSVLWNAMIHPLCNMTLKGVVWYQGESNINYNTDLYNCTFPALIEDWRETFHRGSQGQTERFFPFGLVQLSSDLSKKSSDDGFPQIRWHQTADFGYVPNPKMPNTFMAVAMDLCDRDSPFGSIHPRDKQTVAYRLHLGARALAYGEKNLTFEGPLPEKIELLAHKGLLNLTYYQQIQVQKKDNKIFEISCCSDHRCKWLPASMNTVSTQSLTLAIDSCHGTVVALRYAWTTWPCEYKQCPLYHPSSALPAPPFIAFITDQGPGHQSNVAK
UHRF1 MBD2 ctr – UHRF1 methylated DNA binding inhibitors, primary screen, counter-screen for MBD2 inhibitor project, biochemical, TR-FRET, human UHRF1, single concentration; AID 687016, 2013; 0.75% of 370,000 active; UHRF1 binding to methylated oligo; inhibition, % at 4.4 µM; in the data active = inhibition above about 21%;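 also: UHRF1 SRA domain binding a hemimethylated CpG hairpin DNA probe; 0% = median of test compound wells and 100% = reference inhibitor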
* hit, by the source's call.

SMILES	TDP2 absorb	MBD2 DNA inh	LEDGF integ inh	DDE Tn6 FP inh	KLK7 zymogen act	TCR CD3 inh	PRMT1 FP inh	DDE Tn7 FP inh	SIAE primary	UHRF1 MBD2 ctr
COc1cc(-c2noc(C)c2C(=O)NCC[C@@H]2CCCN2C)cc(OC)c1OC	-3	6	-1	6	-0.4	3	-2	-2	4	1
Cn1ncc([N+](=O)[O-])c1C(=O)Nc1ccc(-c2ccccc2)cc1	-21	-2	-2	3	-0.4	-8	2	-6	-1	4
CCOC(=O)N1CCC(N2Cc3cccc(C(=O)NCc4ccc5c(c4)OCO5)c3C2=O)CC1	6	7	2	-10	-0.1	-9	10	0	-8	12
CC(C)N(Cc1nnc(-c2ccc(Cl)cc2)o1)C(=O)c1cc2ccccc2o1	-11	4	5	4	0.5	-2	-4	0	-13	-2
COc1ccc(C2(CN(C(C)=O)C(C)=O)CCCC2)cc1OC	-14	3	0	-2	-0.7	8	-2	-1	7	1
Cc1cc(C(=O)NC2CCCC(C)C2C)c2ccccc2n1 (configuration not stated)	-8	7	-4	9	-0.4	0	1	-2	-1	3
COc1cccc(C(=O)OCC(=O)Nc2cc(C)on2)c1OC	5	6	-3	6	-1.1	-3	3	7	0	3
COc1cc(OC)c2ccc(=O)oc2c1C(CCN1CCOCC1)c1ccc2c(c1)OCO2 (configuration not stated)	-2	4	1	-1	0.9	0	7	8	6	26*
CN1CCN(c2nc3ccccc3nc2NS(=O)(=O)c2ccc(Br)cc2)CC1	3	-2	-1	6	1.2	3	4	-1	4	-2
CC(C)(Oc1ccc(CCNC(=O)c2ccc(-c3ccccc3)o2)cc1)C(=O)O	-4	-4	1	5	-0.5	-3	-2	-4	3	1
CN(C(=O)COC(=O)c1ccc(Cl)cc1N)C1CCS(=O)(=O)C1 (configuration not stated)	4	-1	1	3	3.3	-1	3	1	-3	0
COc1cccc(/C=N/Nc2ccc(S(=O)(=O)Nc3ccccc3C(=O)O)cc2[N+](=O)[O-])c1O	-1	-4	7	-11	-0.3	10	10	1	-4	-4
COc1ccc(CNC(=O)CCC(=O)c2ccc(F)cc2)cc1OC	-4	1	1	0	-0.3	-3	-4	-2	-5	-3
CCOc1ccc([C@@H]2CC=C(C(=O)O)[C@H](c3cccc(Cl)c3)N2S(=O)(=O)c2ccc(C)cc2)cc1	6	2	3	0	-0.4	1	0	-4	1	-2
O=C(O)c1ccc(CN2C(=O)c3ccc(Oc4ccc([N+](=O)[O-])cc4)cc3C2=O)cc1	11	5	-3	-6	-0.1	-6	0	-8	-5	-4
O=Cc1cn[nH]c1-c1ccccc1	-1	3	2	-4	0.3	-4	-1	3	-4	2
Nc1ccc(N=Nc2ccc(N)cc2)cc1	-5	-9	-11	-4	0.0	-12	3	4	2	-11
Cc1nc(N2CCC(C)CC2)c2oc3ccccc3c2n1	1	2	-2	2	-0.3	4	-3	-8	-5	3
C[C@H](CO)N1C[C@H](C)[C@@H](CN(C)S(=O)(=O)c2ccccc2)Oc2c(NC(=O)Nc3ccc(C(F)(F)F)cc3)cccc2C1=O	-5	-4	4	-8	0.5	0	1	2	-50	-4
CNC(=S)NNC(=O)c1ccc(N(C)C)cc1	-4	0	6	0	0.9	6	-1	-7	10	-2
CC(C)(C)c1ccc(C(=O)N2CCC2(C)C(=O)Nc2cccc3ccccc23)cc1 (configuration not stated)	0	3	-1	5	-0.1	3	1	10	-1	-2
C[C@@H]1CCCCO[C@@H](CN(C)C(=O)Cc2ccccc2)[C@@H](C)CN([C@H](C)CO)C(=O)c2cc(NC(=O)C3CCCCC3)ccc2O1	8	3	-4	-1	0.3	-6	1	-1	3	16
O=C(NCCc1cn2cccnc2n1)C1CCC(=O)N(Cc2ccccc2F)C1 (configuration not stated)	4	1	2	1	35*	2	1	-4	-5	0
COc1ccccc1-c1noc2c1C(=O)N(Cc1cn(-c3ccccc3OC)nn1)CC2	2	-1	2	-2	0.9	9	-6	2	1	10
Cc1ccc(-n2ncc3c(=O)n(-c4cccc(C)c4)c(=O)[nH]c32)cc1	4	2	2	0	-0.4	1	-2	-4	6	0
CNc1nc(C)c(C(=O)OCC(=O)OC)s1	7	1	1	0	0.1	5	-1	3	-2	0
Cc1c(OCC(=O)NCc2ccccn2)ccc2c(-c3ccccc3)cc(=O)oc12	1	2	1	7	0.8	-1	5	-1	-3	2
Nc1ccnn1Cc1ccc(Br)s1	2	4	-2	-2	0.5	3	0	-8	3	-5
COC(=O)C1CCN(C(=O)COC(=O)CNC(=O)c2ccc(Cl)cc2Cl)CC1	6	-4	1	-4	-0.7	-5	-3	-4	20*	1
CCOc1ccc(NC(=O)CN(C)C(=O)C2CC(=O)N(c3ccc4c(c3)OCCO4)C2)cc1OCC (configuration not stated)	1	-1	0	0	-0.2	4	-3	3	-3	-2
COc1ccc(CCN2C(=O)CCC2(C)c2nnnn2-c2c(C)cccc2C)cc1OC (configuration not stated)	11	7	-3	1	0.6	1	0	4	0	22*
Cc1cccc(Nc2nc(N)nc(CSc3nccc(C)n3)n2)c1	-10	0	0	-2	0.2	2	0	-6	-3	2
O=C(NCc1ccccc1)C1CCCN(S(=O)(=O)c2ccc(F)cc2)C1 (configuration not stated)	11	-2	2	-2	0.2	-3	-3	2	-1	-2
CCc1nnc(NS(=O)(=O)c2ccc(NC(=O)c3cc(Cl)ccc3OC)cc2)s1	5	3	5	-9	-0.6	7	9	-7	-21	1
COc1ccc(NC(=O)COC(=O)C2=COCCO2)cc1OC	3	0	-3	-2	0.4	7	-1	-4	4	0
C[C@@H]1CN([C@@H](C)CO)C(=O)CCCn2cc(nn2)CO[C@H]1CN(C)S(=O)(=O)c1cccs1	5	3	1	-6	0.9	3	4	-2	0	1
C/C(CC(=O)Nc1ccc(Cl)c(C(F)(F)F)c1)=N\NC(N)=S	9	0	-2	-6	-0.6	-1	2	3	1	0
O=C(CN1C(=O)NC2(CCCC2)C1=O)Nc1nc2ccccc2s1	-10	1	-1	-2	-0.1	1	9	-1	6	4
CC(=O)Nc1ccc(NC(=O)C(C)OC(=O)C2CCN(S(=O)(=O)c3cccs3)CC2)cc1 (configuration not stated)	-6	-2	2	6	-0.5	8	-3	-9	-5	3
S=C(c1ccc2c(c1)OCO2)N1CCCCC1	12	-1	0	3	0.2	0	1	0	1	3

The list goes on, overlapping the part above by three compounds.
SMILES	TDP2 absorb	MBD2 DNA inh	LEDGF integ inh	DDE Tn6 FP inh	KLK7 zymogen act	TCR CD3 inh	PRMT1 FP inh	DDE Tn7 FP inh	SIAE primary	UHRF1 MBD2 ctr
O=C(CN1C(=O)NC2(CCCC2)C1=O)Nc1nc2ccccc2s1	-10	1	-1	-2	-0.1	1	9	-1	6	4
CC(=O)Nc1ccc(NC(=O)C(C)OC(=O)C2CCN(S(=O)(=O)c3cccs3)CC2)cc1 (configuration not stated)	-6	-2	2	6	-0.5	8	-3	-9	-5	3
S=C(c1ccc2c(c1)OCO2)N1CCCCC1	12	-1	0	3	0.2	0	1	0	1	3
CC(C)[C@H]1COCCS(=O)(=O)N1Cc1ccccc1-c1ccc(C(C)(C)C)cc1	-5	-4	2	4	1.1	4	0	5	-7	0
Cc1ccccc1-n1c(SCC(=O)NCc2cccs2)nnc1-c1ccncc1	4	2	2	-3	-0.5	-1	-2	-1	1	-3
c1cnc(Oc2ccc3oc4ccccc4c3c2)nc1	5	-6	-4	-2	-0.3	9	2	10	2	0
CC(C)c1nnc(NC(=O)CCN2C(=O)c3ccccc3C2=O)s1	-14	-5	-1	-2	0.3	-2	-2	3	7	-3
NC(=O)C1CCN(c2nc(-c3ccccc3Br)cs2)CC1	2	1	3	5	0.6	9	-4	-4	-3	2
COc1ccc(/C=C/c2ccc3cccc(O)c3n2)cc1Br	-3	-2	1	5	0.4	-3	-4	-1	7	-1
Cn1c(CO)cnc1-c1ccccc1	2	-1	-4	0	-0.2	2	3	2	5	1
CC(OC(=O)C1=Cc2ccccc2OC1)C(=O)NCC1CCCO1 (configuration not stated)	9	-6	1	0	-0.1	0	8	8	-25	-2
COc1ccccc1CNc1ccc2c(c1)CCC2	5	-1	0	1	-2.5	4	2	1	9	-1
COc1cc(NC(C)CCCN)c2ncccc2c1 (configuration not stated)	64*	-12	35*	1	2.0	2	5	6	5	3
CC(NC(=O)[C@H](C)NC(=O)C1CC(=O)N(c2ccc3c(c2)OCO3)C1)c1ccccc1 (some centres not stated)	-3	-2	1	2	0.2	9	2	3	-3	-2
CN(C)C=NC(=O)c1cn(-c2ccc(F)cc2)c(=O)c2ccccc12	4	6	-2	11	-0.3	-2	4	8	-8	2
Cc1nc(/C(N)=N/OC(=O)c2cccc(Cl)c2)c(C(F)(F)F)o1	-4	-2	-3	2	0.4	10	-1	-3	1	3
COCCCNC(=S)N(CCCO)Cc1cc2cc3c(cc2[nH]c1=O)OCCO3	-8	3	-9	9	0.7	1	4	3	-5	5
CCc1c(C)nc2cc(-c3cccs3)[nH]n2c1=O	-8	0	-2	7	-16	11	0	1	-3	1
CCN(C(=O)COC(=O)c1c(C)noc1C)C1CCS(=O)(=O)C1 (configuration not stated)	9	-3	0	4	0.8	3	-3	1	0	8
Cc1ccc(NS(=O)(=O)c2ccc3c(c2)oc(=O)n3C)cc1F	-4	-2	-3	0	0.2	1	-2	1	-8	2
CCc1cccc2c(C(=S)N3CCOCC3)c[nH]c12	-4	4	-2	-6	-0.5	-9	3	0	0	0
Cc1cc(Br)ccc1NC(=O)CN(C)C(=O)c1ccc(-n2cncn2)c([N+](=O)[O-])c1	9	-4	4	6	0.6	2	1	-1	0	0
O=C(NCCc1ccccc1F)C1CCC(=O)N(Cc2ccccc2F)C1 (configuration not stated)	4	-4	1	-4	-0.3	6	-1	8	-9	-3
